CHRM5 agonist: human M5 muscarinic receptor agonists, primary screen, CHO-K1 cells, Fluo-8 calcium fluorescence; Muscarinic acetylcholine receptor M5 (Homo sapiens), P08912; CHO-K1 hM5 cells; 0% DMSO wells, 100% maximal acetylcholine response; activation, % at 3 µM; hit rate 0.19% among 360,000;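 active means activation above the run's mean over test compounds plus 3 SD, cut at about 23% in these data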;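 further: signal is peak over basal fluorescence ratio across the kinetic read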
CRFBP-R2 agonist: agonists of CRF-BP/CRF-R2 complex, primary screen, cell-based, HEK293, calcium dye fluorescence, uHTS; calcium dye fluorescence (FLIPR); percent of saturating CRF peptide response; activation, % at 13.2 µM; hit rate 0.46% among 350,000; AID 588473, 2011;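 active means activation of at least 50%, plus an integration ratio under a set limit after plate pattern correction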;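 further: plate controls were neutral control wells without compound for no effect and CRF at EC100 for full effect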
CHRM4 antagonist: human M4 muscarinic receptor antagonists, primary screen, CHO cells, Fluo-8 calcium fluorescence. Muscarinic acetylcholine receptor M4 (Homo sapiens), P08173. CHO-hM4 cells, ACh EC80. inhibition, % at 3 µM. hit rate 0.73% among 360,000. AID 624125, 2012;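 active means inhibition above its plate's cutoff, the mean inhibition of sample wells plus 3 SD, cut at about 27% in these data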;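 further: 0% = acetylcholine EC80 with DMSO and 100% = DMSO without agonist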
Target sequence (P08173 whole entry, looked up): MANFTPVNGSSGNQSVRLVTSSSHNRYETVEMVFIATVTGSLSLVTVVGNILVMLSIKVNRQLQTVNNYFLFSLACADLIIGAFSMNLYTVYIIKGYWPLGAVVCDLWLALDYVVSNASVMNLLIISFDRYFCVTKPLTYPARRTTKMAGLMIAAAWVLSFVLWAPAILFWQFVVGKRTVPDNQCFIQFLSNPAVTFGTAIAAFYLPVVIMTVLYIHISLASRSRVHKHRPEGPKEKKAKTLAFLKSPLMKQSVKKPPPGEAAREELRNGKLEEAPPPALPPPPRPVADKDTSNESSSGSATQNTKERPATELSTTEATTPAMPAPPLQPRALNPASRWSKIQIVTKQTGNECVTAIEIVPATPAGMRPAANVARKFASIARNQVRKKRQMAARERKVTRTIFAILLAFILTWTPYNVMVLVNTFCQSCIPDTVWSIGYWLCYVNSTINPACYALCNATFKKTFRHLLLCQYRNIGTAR
M4 PAM: human M4 muscarinic receptor positive allosteric modulators, primary screen, CHO-K1 cells, Fluo-8 calcium fluorescence | Muscarinic acetylcholine receptor M4 (Homo sapiens), P08173 | CHO-K1 hM4/Gqi5, ACh EC20; 0% = ACh EC20, 100% = maximal ACh | activation, % at 3 µM | hit rate 0.4% among 360,000 | AID 624126, 2012;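 active means activation above its plate's cutoff, the mean activation of sample wells plus 3 SD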; further: some results filed as inactive read as strong as hits
CRFBP-R2 block: antagonists of CRF-BP/CRF-R2 complex, primary screen, cell-based, HEK293, calcium dye fluorescence, uHTS | CRF-induced calcium fluorescence | inhibition, % at 11.8 µM | hit rate 0.59% among 350,000;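 active means inhibition of the ligand-induced calcium signal above about 50% at the single tested concentration, limit read from the data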
M5 antag: human M5 muscarinic receptor antagonists, primary screen, CHO cells, Fluo-8 calcium fluorescence; inhibition, % at 3 µM; CHO-hM5 cells, ACh EC80; Muscarinic acetylcholine receptor M5 (Homo sapiens), P08912; hit rate 0.59% among 360,000;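 active means inhibition above a per-plate cutoff, the mean of that plate's test compounds plus 3 SD, cut at about 27% in these data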;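 further: 0% = acetylcholine EC80 with DMSO and 100% = DMSO without agonist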
M5 PAM: human M5 muscarinic receptor positive allosteric modulators, primary screen, CHO-K1 cells, Fluo-8 calcium fluorescence. activation, % at 3 µM. Muscarinic acetylcholine receptor M5 (Homo sapiens), P08912. AID 624038, 2012. CHO-K1 hM5, ACh EC20 PAM; 0% = ACh EC20, 100% = ACh EC100. hit rate 0.3% among 360,000;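 active means activation above the run cutoff, the mean activation of all test compounds plus 3 SD, cut at about 18% in these data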
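Probe or stimulus: acetylcholine, EC20 level; Assay system: human M5 receptor in CHO-K1 cells; Schedule: compound preincubation 140 s before EC20 acetylcholine addition; Technique: intracellular calcium via Fluo-8 fluorescence; Dosing: single-point, 3 µM nominal; Read-out basis: percent activation from peak-over-basal fluorescence ratio, scaled EC20-to-EC100 acetylcholine; Repeats: one well per compound, no replicates.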
CHRM4 agonist: human M4 muscarinic receptor agonists, primary screen, CHO-K1 cells, Fluo-8 calcium fluorescence; CHO-K1 hM4/Gqi5; vehicle 0%, full acetylcholine response 100%; activation, % at 3 µM; hit rate 0.14% among 360,000; AID 624127, 2012;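 active means activation above the run mean over all test wells plus 3 SD, cut at about 32% in these data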;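 further: peak over basal fluorescence ratio per well then scaled between controls; 0% = DMSO wells and 100% = acetylcholine at EC100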
CHRM1 PAM: human M1 muscarinic receptor positive allosteric modulators, primary screen, CHO-K1 cells, Fluo-8 calcium fluorescence, 1536-well; Muscarinic acetylcholine receptor M1 (Homo sapiens), P11229; CHO-K1 hM1, ACh EC20; 0% = ACh EC20, 100% = maximal ACh; activation, % at 3 µM; hit rate 0.088% among 360,000; AID 588819, 2011; in the data active means activation above about 19%, passing the limit was not always enough
Target sequence (P11229 whole entry, looked up): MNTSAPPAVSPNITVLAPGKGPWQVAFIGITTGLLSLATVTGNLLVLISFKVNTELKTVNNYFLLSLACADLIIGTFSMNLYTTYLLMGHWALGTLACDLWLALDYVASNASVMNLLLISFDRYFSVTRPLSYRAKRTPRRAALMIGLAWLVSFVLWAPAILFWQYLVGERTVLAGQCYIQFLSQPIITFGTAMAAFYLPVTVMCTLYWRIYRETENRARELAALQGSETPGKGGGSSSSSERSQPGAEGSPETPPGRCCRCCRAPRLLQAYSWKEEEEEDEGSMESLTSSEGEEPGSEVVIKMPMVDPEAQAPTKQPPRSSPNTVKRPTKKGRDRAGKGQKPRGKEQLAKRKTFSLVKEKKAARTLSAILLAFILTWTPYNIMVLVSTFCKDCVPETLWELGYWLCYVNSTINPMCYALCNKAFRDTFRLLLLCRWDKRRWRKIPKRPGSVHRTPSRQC
Numbers without * were called inactive; . = not tested or not shown.

SMILES	CHRM5 agonist	CRFBP-R2 agonist	CHRM4 antagonist	M4 PAM	CRFBP-R2 block	M5 antag	M5 PAM	CHRM4 agonist	CHRM1 PAM
Cc1cc(Cl)ccc1Oc1cccc(C(=O)/C(C#N)=C/N(C)C)c1	-5	1.1	-5	-2	-15	-7	4	0	10
CCc1nc2cc(Cl)c(Cl)cc2nc1CC	-2	-1.4	5	7	-3	16	-3	2	11
CC(C)c1ccc(NC(=S)NNc2ccc(Cl)c(C(=O)O)c2)cc1	-1	-2.0	-5	-2	3	2	5	0	2
CCOC(=O)[C@]12CCC=C1N(Cc1ccco1)C(=O)[C@H](CC(=O)NCCCOC)C2	3	.	5	2	.	-7	5	0	.
COc1ccc(C(CNC(=O)c2cccc(S(=O)(=O)Nc3cccc(C)c3)c2)N2CCOCC2)cc1 (configuration not stated)	1	-6.5	-2	6	-3	4	4	2	6
Cc1ccc(Cl)cc1NC(=O)CCCN1C(=O)c2cccnc2C1=O	-4	-0.1	-9	-1	-8	0	6	0	8
COc1cccc(CC2CC(=O)N(c3ccc4c(C)cc(=O)oc4c3)C2=O)c1 (configuration not stated)	-3	-2.6	-7	-4	14	10	3	3	3
O=C(CCc1nc2ccccc2c(=O)[nH]1)Nc1nnc(SCc2ccccc2F)s1	-12	1.7	10	-14	8	5	-40	3	-27
O=C(c1ccc(F)cc1)C1CCN(Cc2cn[nH]c2-c2ccc(F)cc2)CC1	13	1.0	-18	-11	-34	-2	2	7	2
O=C(COC(=O)c1nn(-c2ccccc2C(F)(F)F)cc1O)c1ccc(OC(F)F)cc1	2	-0.2	-2	-4	10	-1	-3	8	2
CC1(C)Cc2nc(NCCCO)c(C#N)cc2CO1	1	4.6	10	-2	-6	4	-6	1	8
Nc1nc(N)nc(-c2ccccn2)n1	0	-0.7	8	4	-4	-3	2	1	8
c1ccc2c(c1)[nH]c1ccccc12	-2	-1.9	3	-5	14	2	0	-1	0
Cc1ccc(OCCCN2CCOCC2)c([N+](=O)[O-])c1	-5	2.0	-15	20	-10	-1	-4	1	3
N/N=C(\Cc1cscn1)c1ccc(O)cc1O	1	1.5	-1	5	12	6	-1	0	3
C=CCOc1ccccc1CNc1cccc(F)c1	-3	-2.2	1	2	35	-6	0	0	-4
Cc1cccc(NC(=O)/C(C#N)=C\c2cc(C)n(-c3ccc(C(=O)O)cc3)c2C)c1	-1	0.0	10	-5	5	5	-3	0	3
CC(C)C(NC(=O)OCc1ccccc1)C(=O)NCc1ccc(C(=O)O)cc1 (configuration not stated)	-2	0.5	2	6	12	3	-1	-1	7
CS(=O)(=O)N(CCc1ccccc1)CC(=O)NCC1CCCO1 (configuration not stated)	2	-1.0	-2	0	-8	-1	3	1	0
Cc1nnc(SCC(=O)N2CCN(c3cccc(Cl)c3)CC2)n1C1CC1	-4	-0.9	-3	3	-1	15	0	2	4
COc1ccc(-c2csc(NC(=O)CSCC(=O)Nc3cc(C)on3)n2)cc1	3	0.7	2	-3	1	6	-8	7	-2
COc1ccc(S(=O)(=O)N2CCCCC2c2cc(C(=O)Nc3ccc(F)c(Cl)c3)no2)cc1 (configuration not stated)	0	.	1	-5	.	-5	-2	0	-1
COCCN1C(=O)c2oc3ccccc3c(=O)c2C1c1cccc(O)c1 (configuration not stated)	3	-1.1	3	-2	-7	2	-3	1	10
CC1(C(=O)OCC(=O)N2c3ccccc3Sc3ccccc32)CC1(Cl)Cl (configuration not stated)	-4	2.4	6	-19	-4	3	-7	0	-26
CC(NC(=O)CCc1ccc(S(=O)(=O)NC2CCCCC2)cc1)c1ccccc1 (configuration not stated)	0	-0.6	-1	-1	-9	-10	-1	3	1
Cc1ccc(NC(=O)C(C)OC(=O)/C=C/c2ccccc2)cc1S(=O)(=O)N1CCOCC1 (configuration not stated)	-2	3.5	2	-6	-6	15	-4	6	-1
Cc1ccc2c(Cl)cc(Cl)c(OCC(=O)NC(=O)NCc3ccco3)c2n1	-6	1.6	0	3	-7	-4	3	1	8
COc1ccccc1CC(NC(C)=O)C(=O)NC1CCN(S(=O)(=O)c2ccc(NC(C)=O)cc2)CC1 (configuration not stated)	-1	-1.2	-7	-4	5	10	-2	0	3
Cc1cc(OCc2cc(C(=O)N(C)Cc3ccccn3)no2)cc(C)c1Cl	-1	0.7	-2	-1	2	-1	-5	8	-5
CCN(CCCNC(=O)c1ccc(N2CCCC2=O)cc1)c1cccc(C)c1	-4	-2.2	-4	-3	23	18	-20	9	-2

An excerpt from above with just CRFBP-R2 agonist and CHRM5 agonist:
compound | CRFBP-R2 agonist | CHRM5 agonist
CC(NC(=O)CCc1ccc(S(=O)(=O)NC2CCCCC2)cc1)c1ccccc1 (configuration not stated) | -0.6 | 0
Cc1cc(Cl)ccc1Oc1cccc(C(=O)/C(C#N)=C/N(C)C)c1 | 1.1 | -5

Continued:
SMILES	CHRM5 agonist	CRFBP-R2 agonist	CHRM4 antagonist	M4 PAM	CRFBP-R2 block	M5 antag	M5 PAM	CHRM4 agonist	CHRM1 PAM
O=C(Nc1cccnc1)c1cc(-c2ccccc2)on1	1	0.0	-7	-9	-3	5	6	4	6
COc1ccc(C(=O)NCCCN2CCN(CCCNC(=O)c3ccc(OC)c(OC)c3)CC2)cc1OC	0	0.4	6	3	0	0	6	0	7
CCOc1cc(/C=N/O)cc(Br)c1OCC	-5	0.6	-1	1	4	1	0	-2	0
Nc1nc(-c2cccs2)c(CC(=O)O)s1	-2	-0.2	6	-9	19	4	-4	0	8
O=C(c1cc2ccc([N+](=O)[O-])cc2oc1=O)N1CCOCC1	-1	0.2	2	-1	-15	-1	4	1	7
COCC(C)n1c(C)cc(C(=O)CN2C(=O)NC3(CCCCC3C)C2=O)c1C (configuration not stated)	-2	3.8	2	-4	-10	-6	6	0	3
COc1ccc(C(=O)O/N=C2\CCCc3nonc32)cc1	-1	1.5	14	-6	2	-2	4	0	4
CCCCN(C(C)=O)c1c(CC)nc2ccc(C(=O)NCCCN(C)C)cn12	0	.	-13	6	.	-5	3	1	0
COc1ccc(NC(=O)C(=O)NCCN2CCN(C(=O)C(c3ccccc3)c3ccccc3)CC2)cc1	-3	0.3	-7	8	6	2	-2	2	6
CCC(C)NC(=O)CS(=O)Cc1nc(-c2cccc(OC)c2)oc1C (configuration not stated)	2	-2.7	-2	2	8	4	-3	0	9
CCOc1cc(/C=N/NC(=O)C(=O)N2CCCC2)ccc1O	1	1.5	5	-3	19	2	-3	-2	9
COc1ccc(Cl)cc1Cn1c(C)c(C(=O)NCc2ccccc2C(F)(F)F)sc1=O	1	.	-4	3	.	0	-3	1	-11
COC(=O)c1ccc(C(=O)OC)c(NC(=S)N2CCCC2)c1	-4	-0.9	8	-1	5	-4	-2	1	0
O=C(CSc1ccccn1)Nc1nncs1	-2	0.4	-4	11	-10	-5	0	0	4
COc1cccc(-c2nc(CS(=O)(=O)CC(=O)N3CCc4ccccc43)c(C)o2)c1	0	0.7	-10	4	-9	2	-2	1	6
CN(C(=O)Nc1ccc(C(C)(C)C)cc1)C1CCCCC1	2	-1.4	13	-2	1	5	7	0	7
CCCC(O)(c1ccc(Br)cc1)C(CN1CCOCC1)c1ccc(Cl)cc1 (configuration not stated)	-2	1.0	16	-17	-15	14	-16	15	-11
CCS(=O)(=O)N1CCC(C(=O)Nc2cc([N+](=O)[O-])ccc2C)CC1	-2	-0.2	16	12	6	4	8	1	13
Cc1ccc(N(C(=O)Cn2nnc3ccccc32)C(C(=O)NC2CCCCC2)c2cn(C)nc2C)cc1 (configuration not stated)	-1	-0.3	-3	4	-10	-3	-3	1	3
CC(NC(=O)C1CCC(CNC(=O)[C@@H]2Cc3ccccc3CN2)CC1)c1ccccc1 (some centres not stated)	-8	-1.5	-20	2	1	-11	-3	2	2
CCC1(c2ccccc2)NC(=O)N(CC(=O)N2CC(=O)Nc3ccccc32)C1=O (configuration not stated)	0	-1.2	-6	4	-17	6	1	3	4
Cc1cnc(NC(=O)COc2ccccc2)s1	1	1.5	9	-1	8	-12	8	0	-2
O=C(c1ccc2c(c1)OCCO2)N1CCCCC1	1	0.7	0	27*	3	-2	3	1	6
O=S(=O)(c1ccccc1F)N1CCN(c2nc(-c3cccnc3)nc3ccccc23)CC1	1	1.6	12	-10	-22	15	-25	21	-9
Cc1ccc2oc(C(=O)N3CCN(c4cccc(C)n4)CC3)c(C)c2c1	-4	0.5	0	-2	-1	8	1	-1	7
Cc1ccccc1NC(=O)c1ccc(NS(=O)(=O)c2cc(C(C)(C)C)cc(C)c2C)cc1	-1	1.5	0	-4	7	9	-9	0	1
Cn1nnnc1Sc1ccc(C(=O)O)cc1[N+](=O)[O-]	-3	-3.2	-4	-6	6	5	1	0	8
CC(=O)C(/C=N/c1cc(-c2ccc(C)cc2)nn1-c1ccccc1)=C(\C)O	-3	2.8	1	-3	-30	6	-4	0	3
Cc1ccc(C(=O)Nn2cnnc2)cc1Cl	2	0.4	-4	3	1	12	0	0	10
COc1cccc(N2CCN(c3ccc4nnc(CCC(=O)Nc5ncccc5C)n4n3)CC2)c1	-4	-0.3	7	-11	4	0	-5	8	-15

Single values from the results shown:
For M5 PAM, `CC(NC(=O)C1CCC(CNC(=O)[C@@H]2Cc3ccccc3CN2)CC1)c1ccccc1` (some centres not stated) has the entry -3
For CRFBP-R2 block, `Cc1cnc(NC(=O)COc2ccccc2)s1` has the entry 8
For CHRM1 PAM, `Cc1ccc2oc(C(=O)N3CCN(c4cccc(C)n4)CC3)c(C)c2c1` has the entry 7

Later entries
SMILES	CHRM5 agonist	CRFBP-R2 agonist	CHRM4 antagonist	M4 PAM	CRFBP-R2 block	M5 antag	M5 PAM	CHRM4 agonist	CHRM1 PAM
CCn1c(=S)ccc2ccc(OC)cc21	-5	-0.5	8	7	-2	0	-5	0	5
CCOc1cc(OCC)cc(C(=O)N2CCC[C@H]2C(=O)N2CCC[C@H]2C(=O)NCc2cccc(OC)c2)c1	1	.	2	-4	.	6	-5	2	.
O=C(c1ccc(NS(=O)(=O)c2ccc(F)cc2)cc1)N1CCOCC1	3	1.2	-2	13	-2	1	5	1	9
Oc1ccc(N2Cc3ccccc3C2)cc1	-5	2.9	-20	4	1	0	2	2	8
C=CCNC(=O)C1COc2ccccc2O1 (configuration not stated)	-2	3.5	5	2	8	9	2	1	7
CN1CCN(C(=O)c2ccccc2NC(=O)COc2ccccc2Cl)CC1	-1	1.0	-3	-4	21	11	-7	7	0
c1ccc(COc2cccc(-c3cc4nc(NCCCn5ccnc5)ccn4n3)c2)cc1	1	.	0	-2	.	5	-1	11	0
COc1ccc(NS(=O)(=O)c2ccc(Oc3ncccn3)cc2)cc1	15	2.9	-15	14	-1	1	-10	13	5
COc1ccc2[nH]c(=O)c(-c3noc(-c4ccc(F)cc4)n3)cc2c1	1	0.7	-17	13	-17	-4	-3	0	-1
O=C(Cc1ncc(C(F)(F)F)cc1Cl)NCCc1ccccc1	-2	-1.3	5	4	-3	9	3	0	4
CCCn1c2ccccc2c2cnn(CC(=O)NC3CCN(Cc4ccccc4)CC3)c(=O)c21	-7	0.4	-1	-1	-10	4	6	2	0

Screening data: PubChem BioAssay, several laboratories
